Assay outcomes: PubChem BioAssay, National Center for Advancing Translational Sciences (NCATS)
Lipid storage S3 – qHTS Assay for Lipid Storage Modulators in Drosophila S3 Cells; Drosophila S3 cells, BODIPY lipid droplet fluorescence, 18-24 h; cells fed with added oleic acid; Potency in µM for hits, for the others lipid storage change, negative = inhibition, % at the top dose, mostly 46.1 µM; hit rate 0.64% among 320,000; AID 2685; active = well fitted inhibition curve with a large enough effect in the signal ratio, with a control signal flat, not every such curve was filed as active; inconclusive = small, poorly fitted or top-dose-only effect, or effect the other way, or a change in a side signal; the % refers to the signal ratio
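Drosophila S3 cells loaded with oleic acid (400 uM, as added) and compounds at several concentrations; lipid droplets imaged by 488-nm laser-scanning cytometry, 500–530 nm intensity and object ratio to cell channel. Percent activity normalized to 20 uM Triacsin C.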
Lipid storage S3 cell count max – further read-out of Lipid storage S3, marked with its call; cell number change, %; measured here: cell count max response;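 cells counted by Cell Tracker Red CMTPX staining in the red channel; peak over a dose series mostly up to 46.1 µM; percent activity relative to internal control wells on each plate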
Starred values were filed as active, the others as inactive; i = inactive; ? = inconclusive; / = not tested or not shown. % is set by controls: 0 for no effect and ±100 for the full control effect; potency is the fitted concentration of half-maximal effect.

nr | compound | Lipid storage S3 | Lipid storage S3 cell count max
1 | COc1ccc(NC(=O)C23CCC(C)(C(=O)O2)C3(C)C)cc1 (stereo not drawn) | i | 6.9
2 | Cc1nnc(SCC(=O)N2CCN(S(=O)(=O)c3ccccc3)CC2)n1Cc1ccccc1 | ? | /
3 | CCn1cc(Cl)c(C(=O)Nc2nccs2)n1 | ? | /
4 | Cc1ccc(NC(=O)CSc2nc3[nH]c(=O)cc(O)c3s2)c(Br)c1 | -17.2% | -8.8
5 | O=C(C(c1ccccc1)c1ccccc1)N1CCN(Cc2ccncc2)CC1 | ? | /
6 | O=C(COC(=O)Cc1ccc(Br)cc1)Nc1ccc(N2CCOCC2)cc1 | ? | /
7 | CCOC(=O)N1CCN(C(=O)c2ccc3c(c2)N(Cc2cccc(Cl)c2)C(=O)c2ccccc2S3=O)CC1 (stereo not drawn) | ? | /
8 | CCCCn1nc(C(=O)Nc2ccc3c(c2)OCCO3)c2ccccc2c1=O | ? | /
9 | O=C(Nc1ccnn1C1CCN(CC(O)CO)CC1)C1CCCC1 (stereo not drawn) | ? | /
10 | Nc1nnc(SCC(=O)NN2C(=O)NC3(CCCCC3)C2=O)s1 | ? | /
11 | CCCCNC(=O)C1CC(=O)N(CCc2ccccc2)C1 (stereo not drawn) | -0.2% | 17.5
12 | C[n+]1ccc(C(=O)Nc2ccccc2Cl)cc1 | -25.9% | /
13 | Cn1c(SCC(=O)N2CCN(c3ccccc3)CC2)nnc1-c1ccccc1 | i | 1.6
14 | COc1ccc(Nc2nnc(SCC(=O)NC3CC3)s2)cc1 | ? | /
15 | Cn1c(=O)c2c(ncn2CC(COCc2ccccc2Cl)OCc2ccccc2Cl)n(C)c1=O (stereo not drawn) | ? | /
16 | CCN(CC)C(=O)C1CCCN(C(=O)c2cc(COc3cccc(OC)c3)on2)C1 (stereo not drawn) | i | 15.7
17 | COc1ccc(/C=N/Nc2nc(N3CCCC3)nc(N3CCCC3)n2)cc1 | 15.7% | /
18 | O=[N+]([O-])c1ccc(N/N=C/c2ccc(O)c(O)c2O)c(S(=O)(=O)N2CCOCC2)c1 | i | /
19 | O=C(c1ccc(Br)cc1)c1cc(-c2ccccn2)c(N2CCOCC2)s1 | ? | /
20 | CCOc1ccc(/C(O)=C2/C(=O)C(=O)N(CC3CCCO3)C2c2cccs2)cc1 (stereo not drawn) | ? | /

Grouped by structure: those above containing two or more sulfur atoms
nr | compound | Lipid storage S3 | Lipid storage S3 cell count max
2 | Cc1nnc(SCC(=O)N2CCN(S(=O)(=O)c3ccccc3)CC2)n1Cc1ccccc1 | ? | /
4 | Cc1ccc(NC(=O)CSc2nc3[nH]c(=O)cc(O)c3s2)c(Br)c1 | -17.2% | -8.8
10 | Nc1nnc(SCC(=O)NN2C(=O)NC3(CCCCC3)C2=O)s1 | ? | /
14 | COc1ccc(Nc2nnc(SCC(=O)NC3CC3)s2)cc1 | ? | /

As entered above.
For Lipid storage S3 cell count max, compound 13 is entered as 1.6
For Lipid storage S3, compound 17 is entered as 15.7%

Going on with the list:
21: O=C(Nc1ccc(Cc2ccncc2)cc1)c1ccc(S(=O)(=O)N2CCCC2)cc1
- Lipid storage S3 = ?
- Lipid storage S3 cell count max = /

22: c1ccc(C(c2ccccc2)c2noc(CN3CCC(c4ccncc4)CC3)n2)cc1
- Lipid storage S3 = ?
- Lipid storage S3 cell count max = /

23: COc1ccc(NC(=O)c2ccco2)c(NC(=O)Cc2cccs2)c1
- Lipid storage S3 = ?
- Lipid storage S3 cell count max = /

24: O=C(OCC#Cc1c(COC(=O)c2ccccc2)nnn1Cc1ccccc1)c1ccccc1
- Lipid storage S3 = 14.8%
- Lipid storage S3 cell count max = 5.7

25: CSc1nc2[nH]ncc2c(=O)n1-c1ccccc1
- Lipid storage S3 = -12.9%
- Lipid storage S3 cell count max = -6.3

26: O=C(NN=C1CCCC1)c1ccccc1OCc1ccc(Cl)cc1
- Lipid storage S3 = ?
- Lipid storage S3 cell count max = /

27: COc1cc(C2NC(=O)c3ccccc3O2)ccc1OC(C)C (stereo not drawn)
- Lipid storage S3 = -0.1%
- Lipid storage S3 cell count max = -0.2

28: CN1C(=O)N(c2ccccc2)C(Nc2nncs2)C1(C)C (stereo not drawn)
- Lipid storage S3 = ?
- Lipid storage S3 cell count max = /

29: CC1(C)OC(C)(C)/C(=C\c2ccc(OCC(N)=O)cc2)C1=O
- Lipid storage S3 = i
- Lipid storage S3 cell count max = -4.9

30: O=C(COc1cccc2ccccc12)N/N=C/c1ccncc1
- Lipid storage S3 = ?
- Lipid storage S3 cell count max = /

31: O=C(COc1ccc([N+](=O)[O-])cc1)Nc1ccccc1N1CCCC1
- Lipid storage S3 = -18.5%
- Lipid storage S3 cell count max = -10.8

32: O=C(Nc1ccccc1-c1nc2ccccc2s1)c1cccnc1Cl
- Lipid storage S3 = 4.4%
- Lipid storage S3 cell count max = -4.2

33: CC(=O)c1ccccc1NC(=O)COC(=O)c1c(C)nn(-c2ccccc2)c1C
- Lipid storage S3 = 0.4%
- Lipid storage S3 cell count max = -19.3

34: C/C(=N\NC(=O)CSc1nc(C)[nH]c1[N+](=O)[O-])c1ccc(F)cc1
- Lipid storage S3 = 2.3%
- Lipid storage S3 cell count max = -0.8

35: Cc1ccc(/C=N/n2nnnc2N)o1
- Lipid storage S3 = 0.9%
- Lipid storage S3 cell count max = /

36: CS(=O)(=O)c1ccc2c(c1)sc1nc(=O)c(/C=C3/C=CC(=O)C(O)=C3)c(N)n12
- Lipid storage S3 = -10.5%
- Lipid storage S3 cell count max = /

37: Cc1c(Cl)cccc1NC(=O)c1cc(-c2ccco2)on1
- Lipid storage S3 = i
- Lipid storage S3 cell count max = 16.7

38: Cn1c(CO)cnc1SCc1c(Cl)cccc1Cl
- Lipid storage S3 = i
- Lipid storage S3 cell count max = 3.9

39: COc1ccc(Nc2nnc(SCC(=O)/C=C3/N(C)c4ccccc4C3(C)C)s2)cc1
- Lipid storage S3 = ?
- Lipid storage S3 cell count max = /

40: CC1(C(=O)NCc2ccccc2)Oc2ccccc2NC1=O (stereo not drawn)
- Lipid storage S3 = 23.1µM*
- Lipid storage S3 cell count max = -4.1*

Down the list, from the results shown.
Lipid storage S3 cell count max, compounds 33 to 40 → -19.3, -0.8, /, /, 16.7, 3.9, /, -4.1*

Three records drawn at random from those above:
37: Cc1c(Cl)cccc1NC(=O)c1cc(-c2ccco2)on1
- Lipid storage S3 = i
- Lipid storage S3 cell count max = 16.7

27: COc1cc(C2NC(=O)c3ccccc3O2)ccc1OC(C)C (stereo not drawn)
- Lipid storage S3 = -0.1%
- Lipid storage S3 cell count max = -0.2

30: O=C(COc1cccc2ccccc12)N/N=C/c1ccncc1
- Lipid storage S3 = ?
- Lipid storage S3 cell count max = /

New compounds follow.
41: Cn1c2ccccc2c(=O)c2ccc(C#CC3(N)CCCCC3)cc21
- Lipid storage S3 = -6.2%
- Lipid storage S3 cell count max = 8.1

42: O=C(CN1C(=O)C2C3C=CC(C4CC34)C2C1=O)Nc1cnc2ccccc2c1 (stereo not drawn)
- Lipid storage S3 = ?
- Lipid storage S3 cell count max = /

43: CC(C)(C)C1=NN=C2c3ccccc3C(=O)C21 (stereo not drawn)
- Lipid storage S3 = ?
- Lipid storage S3 cell count max = /

44: CCOc1ccc(OCCC(=O)Nc2ccc3c(c2)OCO3)cc1
- Lipid storage S3 = 27.6%
- Lipid storage S3 cell count max = 13.6

These rows are one share of the data (hit frequency here may not be typical).
